Screens (PubChem)
EBI2 block: EBI2 receptor antagonists, beta-arrestin recruitment, primary screen, cell-based, luminescence, 7a,25-OHC stimulation, uHTS | hit rate 0.81% among 360,000 | inhibition, % at 5 µM | AID 651636, 2012 | 7a,25-OHC stimulated | G-protein coupled receptor 183 (Homo sapiens), P32249; in the data active = inhibition above about 38%;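 note: enzyme fragment complementation signal reports receptor beta-arrestin coupling in cells; 0% = agonist plus DMSO wells and 100% = wells without agonist; some results beyond the cut were filed as inactive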
697 NFkB inh: inhibitors of PMA/ionomycin-induced NF-kB reporter, 697 cells, primary screen, B-cell NF-kB inhibitor project, cell-based, luminescence, uHTS | hit rate 0.33% among 330,000 | AID 435022, 2010 | 697 B-cell NF-kB luciferase reporter, 16 h | inhibition, % at 4 µM; in the data active = inhibition above about 35%
APJ antagonist: antagonists of human apelin receptor APJ, primary screen, CHO-K1 cells, beta-arrestin complementation, luminescence; P35414; hit rate 0.32% among 330,000; AID 2521, 2010; inhibition, % at 20 µM;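 active = inhibition above about 40% at 20 µM, limit read from the data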;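 note: cells challenged with 10 nM apelin-13 agonist together with compound; plate controls were apelin-13 plus DMSO wells for no effect and DMSO wells lacking apelin-13 for full effect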
Target sequence (P35414 whole entry, looked up): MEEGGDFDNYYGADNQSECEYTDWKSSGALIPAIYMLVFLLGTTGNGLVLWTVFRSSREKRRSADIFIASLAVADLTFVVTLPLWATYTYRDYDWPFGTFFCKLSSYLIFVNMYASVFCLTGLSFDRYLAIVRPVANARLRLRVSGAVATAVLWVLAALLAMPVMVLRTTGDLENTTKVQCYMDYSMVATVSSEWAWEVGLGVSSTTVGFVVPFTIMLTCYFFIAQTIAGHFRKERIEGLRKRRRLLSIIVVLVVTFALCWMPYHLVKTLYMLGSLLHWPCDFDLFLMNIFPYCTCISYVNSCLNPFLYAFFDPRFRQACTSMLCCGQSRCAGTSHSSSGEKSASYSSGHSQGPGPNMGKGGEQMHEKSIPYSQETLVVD
CCR6 antag: CCR6 receptor antagonists, primary screen, cell-based, CHO-K1, luminescence, beta-arrestin, uHTS | AID 493098, 2011 | C-C chemokine receptor type 6 (Homo sapiens), P51684 | CHO-K1 CCR6 PathHunter beta-arrestin, CCL20-stimulated | inhibition, % at 20 µM | hit rate 0.49% among 340,000;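 active = compounds whose inhibition of the agonist-driven luminescence signal at 20 µM reaches about 50%, limit read from the data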;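 note: cells stimulated with CCL20 at 14 nM final; plate controls were DMSO with CCL20 for no effect and DMSO without agonist for full effect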
Target sequence (P51684 whole entry, looked up): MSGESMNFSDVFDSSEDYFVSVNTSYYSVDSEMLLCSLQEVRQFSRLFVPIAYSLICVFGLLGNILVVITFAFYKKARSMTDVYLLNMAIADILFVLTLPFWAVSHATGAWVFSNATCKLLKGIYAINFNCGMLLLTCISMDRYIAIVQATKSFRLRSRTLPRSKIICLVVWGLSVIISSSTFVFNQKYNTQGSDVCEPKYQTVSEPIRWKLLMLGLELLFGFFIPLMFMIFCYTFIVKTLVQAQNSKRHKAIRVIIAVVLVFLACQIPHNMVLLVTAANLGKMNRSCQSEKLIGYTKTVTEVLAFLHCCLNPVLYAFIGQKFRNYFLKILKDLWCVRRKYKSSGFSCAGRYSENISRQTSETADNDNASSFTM
UBC13 polyUb: UBC13 polyubiquitin chain formation inhibitors, primary screen, biochemical, TR-FRET, uHTS | hit rate 0.47% among 330,000 | inhibition, % at 20 µM | Ubiquitin-conjugating enzyme E2 N (Homo sapiens), P61088 | AID 485273, 2010; in the data active = inhibition above about 45%, passing the limit was not always enough
Target sequence (P61088 whole entry, looked up): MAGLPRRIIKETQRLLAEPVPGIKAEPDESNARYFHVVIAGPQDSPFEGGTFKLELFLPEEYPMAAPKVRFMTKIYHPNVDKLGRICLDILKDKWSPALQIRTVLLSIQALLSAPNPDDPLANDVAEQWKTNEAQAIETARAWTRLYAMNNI
Gli-Sufu antag: Gli-Sufu pathway antagonists, primary screen, luciferase luminescence, Sufu-KO-LIGHT cells, uHTS; Sufu-KO-LIGHT fibroblasts, Gli luciferase reporter luminescence; inhibition, % at 5 µM; hit rate 0.74% among 340,000;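 active = inhibition above about 55%, limit read from the data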;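 note: 0% = DMSO-treated cells and 100% = wells with medium but no cells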
CXCR6 inh: CXCR6 receptor inhibitors, primary screen, cell-based, beta-arrestin, luminescence, CHO-K1 PathHunter, 1536-well | C-X-C chemokine receptor type 6 (Homo sapiens), O00574 | inhibition, % at 20 µM | hit rate 0.36% among 360,000 | AID 602244, 2012; in the data active = inhibition above about 34%, passing the limit was not always enough;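 note: antagonist mode with CXCL16 agonist at 10 nM final; 0% = 10 nM CXCL16 with DMSO and 100% = unstimulated wells without agonist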
Jurkat NFkB inh: inhibitors of induced NF-kB luciferase reporter, primary screen, TCR NF-kB activation inhibitor project, cell-based, luminescence, uHTS; hit rate 0.53% among 330,000; AID 435003, 2010; Jurkat, PMA/ionomycin-induced NF-kB luciferase reporter; inhibition, % at 4 µM; in the data active = inhibition above about 50%
Active calls of the source: *.

Screening c1ccn2c(c1)nc1c2nc2ccccn21 returned EBI2 block -8, 697 NFkB inh -52, APJ antagonist 0, CCR6 antag 8, UBC13 polyUb 3, Gli-Sufu antag -1, CXCR6 inh 3 and Jurkat NFkB inh -32.
For CC1CCc2cc(F)ccc2N1S(=O)(=O)c1ccc(F)cc1 (stereo unspecified) the results were EBI2 block 6, 697 NFkB inh 8, APJ antagonist 19, CCR6 antag 12, UBC13 polyUb 6, Gli-Sufu antag 1, CXCR6 inh -5 and Jurkat NFkB inh 5.
CCC(=O)c1ccccc1OCCCCn1cncn1 was read as EBI2 block -2, 697 NFkB inh -10, APJ antagonist 15, CCR6 antag 2, UBC13 polyUb 5, Gli-Sufu antag 3, CXCR6 inh -2 and Jurkat NFkB inh 0.
`COc1cccc(NC(=O)[C@H](Cc2ccccc2)NC(=O)[C@@H]2Cc3ccccc3CN2)c1` gave EBI2 block 6, 697 NFkB inh 2, APJ antagonist 1, CCR6 antag 14, UBC13 polyUb 6, Gli-Sufu antag 10, CXCR6 inh 3 and Jurkat NFkB inh 0.
For Cc1ccc(S(=O)(=O)N2CC(C(=O)O)=CC[C@H]2c2ccc(Cl)cc2)cc1 the results were EBI2 block -8, 697 NFkB inh -4, APJ antagonist -8, CCR6 antag -1, UBC13 polyUb -15, Gli-Sufu antag -10, CXCR6 inh -4 and Jurkat NFkB inh 4.
For O=C(Nc1ccc(Cl)c(Cl)c1)NC1CCS(=O)(=O)C1 (stereo unspecified) the results were EBI2 block -10, 697 NFkB inh 2, APJ antagonist -16, CCR6 antag -1, UBC13 polyUb 1, Gli-Sufu antag 0, CXCR6 inh -7 and Jurkat NFkB inh 10.
COc1ccc(C(=O)OCCc2cc3ccccc3c(=O)o2)cc1 was read as EBI2 block 21, 697 NFkB inh -6, APJ antagonist -7, CCR6 antag 12, UBC13 polyUb 7, Gli-Sufu antag -8, CXCR6 inh -9 and Jurkat NFkB inh 2.
For CC(=O)Nc1ccc(S(=O)(=O)Nc2nnc(Cc3ccc(Cl)cc3)s2)cc1 the results were EBI2 block -8, 697 NFkB inh -27, APJ antagonist 8, CCR6 antag -8, UBC13 polyUb -10, Gli-Sufu antag 17, CXCR6 inh -8 and Jurkat NFkB inh -12.
For COc1ccc(/C=C2\C(=O)NCC(=O)N2C)cc1 the results were EBI2 block 6, 697 NFkB inh 6, APJ antagonist 1, CCR6 antag 7, UBC13 polyUb 7, Gli-Sufu antag -7, CXCR6 inh 3 and Jurkat NFkB inh 15.
Screening O=C(CSc1nc2ccccc2c(=O)n1Cc1ccc(Cl)cc1)NCc1cccs1 returned EBI2 block 20, 697 NFkB inh 1, APJ antagonist 11, CCR6 antag 15, UBC13 polyUb 19, Gli-Sufu antag 4, CXCR6 inh 5 and Jurkat NFkB inh -2.
`CCOc1ccc(C(=O)Nc2c3c(nn2C(C)(C)C)CSC3)cc1OCC` gave EBI2 block -3, 697 NFkB inh 5, APJ antagonist -2, CCR6 antag -3, UBC13 polyUb 3, Gli-Sufu antag -3, CXCR6 inh 1 and Jurkat NFkB inh 18.
NS(=O)(=O)c1ccc(CCNc2ccnc3cc(Cl)ccc23)cc1 was read as EBI2 block -6, 697 NFkB inh -2, APJ antagonist -1, CCR6 antag -2, UBC13 polyUb 4, Gli-Sufu antag 12, CXCR6 inh -2 and Jurkat NFkB inh 17.
`Cc1ccc(N(C(=O)c2snc(C(N)=O)c2N)C(C(=O)NCC2CCCO2)c2ccc3ncccc3c2)cc1` (stereo unspecified) gave EBI2 block 9, 697 NFkB inh 11, APJ antagonist -4, CCR6 antag 15, UBC13 polyUb 41, Gli-Sufu antag 3, CXCR6 inh -3 and Jurkat NFkB inh 5.
`Cc1nc2ccc(S(=O)(=O)NC(C(=O)NCc3ccc4c(c3)OCO4)C(C)C)cc2s1` (stereo unspecified) gave EBI2 block 0, 697 NFkB inh -16, APJ antagonist -9, CCR6 antag -5, UBC13 polyUb -5, Gli-Sufu antag -1, CXCR6 inh 2 and Jurkat NFkB inh -20.
Screening Cc1cc(C)cc(N(CC(=O)NC(C)(C)C)C(=O)CNC(=O)c2cccs2)c1 returned EBI2 block -14, 697 NFkB inh 19, APJ antagonist 11, CCR6 antag 11, UBC13 polyUb 5, Gli-Sufu antag 7, CXCR6 inh 4 and Jurkat NFkB inh 1.
CN(N)c1ccc2c(C(F)(F)F)cc(C(F)(F)F)nc2n1 was read as EBI2 block -3, 697 NFkB inh 13, APJ antagonist 13, CCR6 antag -1, UBC13 polyUb -13, Gli-Sufu antag -9, CXCR6 inh -2 and Jurkat NFkB inh 4.
O=C(O)CCCNC(=O)c1cncc(Br)c1 was read as EBI2 block -13, 697 NFkB inh 0, APJ antagonist 10, CCR6 antag 3, UBC13 polyUb -1, Gli-Sufu antag 0, CXCR6 inh 5 and Jurkat NFkB inh -1.
Screening CCOc1ccccc1NC1=NCC(=O)N1Cc1ccc(F)cc1 returned EBI2 block -14, 697 NFkB inh 11, APJ antagonist 11, CCR6 antag -2, UBC13 polyUb -6, Gli-Sufu antag 2, CXCR6 inh 4 and Jurkat NFkB inh 13.
For CCN(C(=O)Cn1c(=O)n(-c2cc(OC)c(OC)c(OC)c2)c(=O)c2ccccc21)c1cccc(C)c1 the results were EBI2 block 2, 697 NFkB inh 3, APJ antagonist 10, CCR6 antag 7, UBC13 polyUb 0, Gli-Sufu antag 4, CXCR6 inh -6 and Jurkat NFkB inh 1.
Screening CN(CC(=O)Nc1ccc(F)c(F)c1F)C(=O)/C=C/c1ccco1 returned EBI2 block -6, 697 NFkB inh 13, APJ antagonist 9, CCR6 antag 3, UBC13 polyUb -6, Gli-Sufu antag -3, CXCR6 inh -2 and Jurkat NFkB inh 1.
COC(=O)c1cccc(NC(=O)CC2C(=O)NCCN2C(=O)Nc2ccccc2)c1 (stereo unspecified) was read as EBI2 block -1, 697 NFkB inh -8, APJ antagonist -6, CCR6 antag 8, UBC13 polyUb -7, Gli-Sufu antag 4, CXCR6 inh -2 and Jurkat NFkB inh 8.
For CN(Cc1ccc(C(C)(C)C)cc1)C(=O)C1CSC2(C)CCC(=O)N12 (stereo unspecified) the results were EBI2 block -8, 697 NFkB inh -8, APJ antagonist 4, CCR6 antag 4, UBC13 polyUb 0, Gli-Sufu antag -37, CXCR6 inh 0 and Jurkat NFkB inh -5.
COc1ccc(CNC(=O)C(c2ccco2)N(C(=O)Cc2cccs2)c2cccnc2)cc1 (stereo unspecified) was read as EBI2 block -10, 697 NFkB inh 4, APJ antagonist -6, CCR6 antag 10, UBC13 polyUb 2, Gli-Sufu antag -3, CXCR6 inh -13 and Jurkat NFkB inh 9.
`Cc1cccc(-c2noc(CSc3ccccc3)n2)c1` gave EBI2 block 15, 697 NFkB inh -79, APJ antagonist 15, CCR6 antag 18, UBC13 polyUb 4, Gli-Sufu antag -95, CXCR6 inh -3 and Jurkat NFkB inh -68.
Screening CCN1CCN(c2ncnc3sc(C(=O)Nc4ccccc4F)c(C)c23)CC1 returned EBI2 block 3, 697 NFkB inh -12, APJ antagonist 13, CCR6 antag -10, UBC13 polyUb -11, Gli-Sufu antag -3, CXCR6 inh 7 and Jurkat NFkB inh 5.
For CN1/C(=C\C=Nc2cc(S(=O)(=O)N3CCOCC3)ccc2N2CCOCC2)C(C)(C)c2ccccc21 the results were EBI2 block 0, 697 NFkB inh -35, APJ antagonist 16, CCR6 antag -3, UBC13 polyUb -4, Gli-Sufu antag 34, CXCR6 inh 1 and Jurkat NFkB inh -14.
`O=C(/C=C/c1cccc(Oc2ccccc2)c1)N1CCOCC1` gave EBI2 block 12, 697 NFkB inh -82, APJ antagonist -4, CCR6 antag -3, UBC13 polyUb -11, Gli-Sufu antag -59, CXCR6 inh -4 and Jurkat NFkB inh -61.
Screening CC(=O)OC1C(OC(C)=O)N(C(C)=O)C(=O)N1C(C)=O (stereo unspecified) returned EBI2 block -3, 697 NFkB inh 19, APJ antagonist 1, CCR6 antag -2, UBC13 polyUb -1, Gli-Sufu antag 3, CXCR6 inh -2 and Jurkat NFkB inh 7.
For CCCCS(=O)(=O)Nc1ccc2cn[nH]c2c1 the results were EBI2 block -4, 697 NFkB inh -1, APJ antagonist -33, CCR6 antag -8, UBC13 polyUb -11, Gli-Sufu antag -1, CXCR6 inh -4 and Jurkat NFkB inh -5.
Screening COC(=O)C(C)Sc1ccc2nnc(-c3ccccc3)n2n1 (stereo unspecified) returned EBI2 block -5, 697 NFkB inh -15, APJ antagonist -10, CCR6 antag 12, UBC13 polyUb 4, Gli-Sufu antag -1, CXCR6 inh 0 and Jurkat NFkB inh 1.
For O=C(Cn1ccc2cc(S(=O)(=O)N3CCCC3)ccc21)NCc1ccco1 the results were EBI2 block -4, 697 NFkB inh -1, APJ antagonist 3, CCR6 antag 4, UBC13 polyUb -1, Gli-Sufu antag 13, CXCR6 inh -4 and Jurkat NFkB inh -16.
`COc1cc2c(C#N)c(N3CCCCC3)nc(N)c2c(N)n1` gave EBI2 block 2, 697 NFkB inh 13, APJ antagonist 20, CCR6 antag -8, UBC13 polyUb -19, Gli-Sufu antag 3, CXCR6 inh 8 and Jurkat NFkB inh 14.
Screening O=C(CSc1ccccn1)Nc1ccc2c(c1)CCC2 returned EBI2 block -6, 697 NFkB inh -43, APJ antagonist 10, CCR6 antag 18, UBC13 polyUb 1, Gli-Sufu antag -30, CXCR6 inh 1 and Jurkat NFkB inh -45.
CCCn1c(=O)c2ccccc2n2c(SCCOc3ccc(C)cc3)nnc12 was read as EBI2 block 14, 697 NFkB inh 11, APJ antagonist 9, CCR6 antag -4, UBC13 polyUb 6, Gli-Sufu antag 6, CXCR6 inh 1 and Jurkat NFkB inh 22.
For COc1ccc2nc(Nc3nc(-c4cc5ccccc5oc4=O)cs3)sc2c1 the results were EBI2 block 25, 697 NFkB inh -63, APJ antagonist 33, CCR6 antag 54*, UBC13 polyUb -2, Gli-Sufu antag -30, CXCR6 inh 10 and Jurkat NFkB inh 5.
For O=C(c1cnn2c(C(F)(F)F)cc(-c3ccccc3)nc12)N1CCOCC1 the results were EBI2 block -6, 697 NFkB inh 5, APJ antagonist 6, CCR6 antag -1, UBC13 polyUb 0, Gli-Sufu antag -2, CXCR6 inh 8 and Jurkat NFkB inh 4.
`O=C1NC(c2ccc(-c3ccccc3[N+](=O)[O-])o2)C(C(=O)c2ccc(F)cc2)C(O)(C(F)(F)F)N1` (stereo unspecified) gave EBI2 block -14, 697 NFkB inh 8, APJ antagonist -38, CCR6 antag -30, UBC13 polyUb -23, Gli-Sufu antag 4, CXCR6 inh -14 and Jurkat NFkB inh 15.
For Cc1ccc2c(c1)C1C[N+](C)(CC(=O)c3ccccc3)CCC1N2C(=O)c1ccccc1Cl (stereo unspecified) the results were EBI2 block -9, 697 NFkB inh -11, APJ antagonist 13, CCR6 antag 8, UBC13 polyUb 28, Gli-Sufu antag 3, CXCR6 inh -4 and Jurkat NFkB inh -9.
O=C(COC(=O)c1cc(F)cc(F)c1)Nc1cccnc1Cl was read as EBI2 block -7, 697 NFkB inh 6, APJ antagonist -11, CCR6 antag 2, UBC13 polyUb -10, Gli-Sufu antag 9, CXCR6 inh -4 and Jurkat NFkB inh 5.
